KB-V1 MDR tox: kills drug-selected multidrug resistant KB-V1 cells | Potency, µM (doses to about 46.1 µM), for the others: top-dose activity change, negative = cytotoxicity, hits mostly cytotoxic | KB-V1 MDR cells viability, CellTiter-Glo, 72 h | hit rate 3.4% among 400,000 | AID 1347076; also: potency is read from the fitted curve at half-maximal effect; % is scaled to controls: 0 for no effect and ±100 for the full control effect; nearly all actives have a fitted effect of over 60% in size
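qHTS viability screen in drug-selected KB-V1 MDR cells: 72 h compound treatment at 37 degrees C, ATP luminescence end point.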
ATXN2 expr inh: inhibitors of ATXN2 expression. hit rate 0.72% among 360,000. HEK-293 ATXN2-luciferase reporter, luminescence, 24 h. Potency, µM (highest dose often 57 µM), for the others: top-dose activity change, negative = inhibition, actives largely listed as inhibitors; also: potency is read from the fitted curve at half-maximal effect; % is scaled to controls: 0 for no effect and ±100 for the full control effect; nearly all actives have a fitted effect of over 55% in size
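ATXN2-luciferase reporter cells (luciferase flanked by upstream and downstream ATXN2 gene portions) were treated 24 h at 37 °C with compounds at up to 57 uM. SteadyGlo luminescence gave expression; GF-AFC fluorescence gave viability.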
IL-1B inflam inh: inflammasome signaling inhibition, IL-1 beta readout | THP-1 LPS/ATP IL-1B secretion, AlphaLISA, 16 h; stronger effect = lower value | hit rate 4.7% among 360,000 | activity change, % at 57.5 µM; in the data active = activity change below about -50%; inconclusive = mostly about -30% to -49%; also: % is scaled to controls: 0 for no effect and ±100 for the full control effect
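THP-1 cells pretreated 1 hr with compounds (up to 57.5 uM final), then stimulated with LPS (250 ng/mL final) plus ATP (1.25 mM final); secreted IL-1B measured by AlphaLISA after 16 hr, decreased signal indicating inhibition.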
MCF10A rerep: inducers of DNA re-replication in MCF 10A breast cells; hit rate 2.9% among 350,000; AID 624296; MCF 10A DNA re-replication, Hoechst nuclear intensity, 48 h; Potency, µM (top dose mostly 46.1 µM), inactives show at the highest dose activity, positive = re-replication, usual class: activators; also: potency is read from the fitted curve at half-maximal effect; % of control where 0% means no effect; nearly all actives have a fitted effect of over 50% in size
HT1080-NT tox: kills 2HG-producing HT-1080-NT fibrosarcoma cells. HT-1080-NT fibrosarcoma viability, CellTiter-Glo ATP luminescence, 48 h. Potency, µM (top dose mostly 46.1 µM), for inactives: at the top dose activity, negative = less viability, hits mostly cytotoxic. hit rate 1.6% among 360,000;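 also: NT is the 2HG producing partner of a matched IDH1 knockdown line; potency is read from the fitted curve at half-maximal effect; 0% = DMSO-treated cells and -100% = media-only wells without cells; nearly all actives have a fitted effect of over 55% in size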
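750 cells/well, RPMI + 5% FBS; 2 h settle, compound pin-transfer, 48 h at 37 degrees C. CellTiter-Glo 10 min RT, luminescence. Normalized to DMSO and media-only wells.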
WRN helicase inh: inhibitors of human WRN helicase; Q14191; Potency, µM (doses to about 114 µM), for the others: at the top dose activity change, negative = inhibition, hits mostly inhibitors; hit rate 0.46% among 360,000; WRN helicase unwinding, fluorescent forked duplex, kinetic; also: potency is read from the fitted curve at half-maximal effect; % is scaled to controls: 0 for no effect and ±100 for the full control effect; nearly all actives have a fitted effect of over 55% in size
Target sequence (Q14191 whole entry, looked up): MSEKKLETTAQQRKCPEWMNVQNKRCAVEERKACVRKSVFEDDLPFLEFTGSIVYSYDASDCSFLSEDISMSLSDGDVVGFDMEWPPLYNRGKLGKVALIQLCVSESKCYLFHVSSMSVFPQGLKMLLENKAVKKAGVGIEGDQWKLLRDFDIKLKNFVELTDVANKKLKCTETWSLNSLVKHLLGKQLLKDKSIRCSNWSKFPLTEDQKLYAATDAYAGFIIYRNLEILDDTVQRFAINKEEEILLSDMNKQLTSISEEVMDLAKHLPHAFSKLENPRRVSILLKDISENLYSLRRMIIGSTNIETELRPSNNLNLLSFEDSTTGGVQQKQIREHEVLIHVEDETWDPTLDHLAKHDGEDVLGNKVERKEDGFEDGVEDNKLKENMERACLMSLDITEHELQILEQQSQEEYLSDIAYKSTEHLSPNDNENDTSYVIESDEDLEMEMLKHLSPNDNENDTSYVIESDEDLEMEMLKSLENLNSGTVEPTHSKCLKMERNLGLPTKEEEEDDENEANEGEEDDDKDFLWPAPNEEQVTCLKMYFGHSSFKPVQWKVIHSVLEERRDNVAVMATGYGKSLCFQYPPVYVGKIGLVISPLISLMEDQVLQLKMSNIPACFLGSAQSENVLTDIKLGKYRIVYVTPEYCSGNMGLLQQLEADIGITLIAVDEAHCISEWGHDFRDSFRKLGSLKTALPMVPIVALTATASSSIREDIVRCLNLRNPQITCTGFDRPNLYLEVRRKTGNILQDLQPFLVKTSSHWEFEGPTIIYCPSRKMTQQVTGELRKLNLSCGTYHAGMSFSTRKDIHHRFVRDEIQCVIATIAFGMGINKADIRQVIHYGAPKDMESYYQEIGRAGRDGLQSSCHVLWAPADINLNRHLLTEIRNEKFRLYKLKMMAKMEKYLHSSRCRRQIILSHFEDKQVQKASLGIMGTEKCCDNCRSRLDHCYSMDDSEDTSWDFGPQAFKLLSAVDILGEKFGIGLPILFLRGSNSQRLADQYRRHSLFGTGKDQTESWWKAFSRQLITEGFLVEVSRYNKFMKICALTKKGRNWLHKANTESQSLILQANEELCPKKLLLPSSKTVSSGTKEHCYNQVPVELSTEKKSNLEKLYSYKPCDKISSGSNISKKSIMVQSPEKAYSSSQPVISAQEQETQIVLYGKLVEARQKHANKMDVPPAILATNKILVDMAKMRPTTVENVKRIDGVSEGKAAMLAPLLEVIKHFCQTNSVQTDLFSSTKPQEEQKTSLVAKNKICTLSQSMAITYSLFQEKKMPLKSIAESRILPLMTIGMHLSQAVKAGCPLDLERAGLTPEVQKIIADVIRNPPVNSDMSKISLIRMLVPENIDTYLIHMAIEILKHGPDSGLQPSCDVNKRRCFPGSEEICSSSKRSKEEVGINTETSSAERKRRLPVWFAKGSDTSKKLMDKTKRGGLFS
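Kinetic fluorescence helicase assay: unwinding of a quenched forked DNA duplex (100 nM final) with 2 mM ATP final raises red fluorescence (525/598 nm). Compounds sat 15 min at room temperature with 20 nM WRN beforehand.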
SW480 rereplic: DNA re-replication induction in SW480 cells; AID 624297; Potency, µM (titrated, usually from 46.1 µM), for the others: at the top dose re-replication activation, actives largely listed as activators; hit rate 1.8% among 340,000; SW480 DNA re-replication, Hoechst DNA content imaging, 48 h; also: potency is read from the fitted curve at half-maximal effect; % of control where 0% means no effect; nearly all actives have a fitted effect of over 55% in size
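Compounds, transferred as 23 nL by pin tool, were incubated with cells for 48 hr; DNA content per nucleus was then quantified by Hoechst staining and fluorescence plate imaging.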
KB-3-1 tox: KB-3-1 parental cell cytotoxicity | KB-3-1 viability, CellTiter-Glo ATP luminescence, 72 h | Potency, µM (titrated, usually from 46.1 µM), for inactives: at the highest dose activity change, negative = cytotoxic, actives largely listed as cytotoxic | hit rate 1.4% among 400,000 | AID 1347075; also: potency is read from the fitted curve at half-maximal effect; % is scaled to controls: 0 for no effect and ±100 for the full control effect; nearly all actives have a fitted effect of over 60% in size
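KB-3-1 cells, DMEM (no phenol red) + 10% FBS; compound by pin transfer, 72 h, 37 °C. Readout: CellTiter-Glo luminescence after 10 min. Data normalized, curve-fitted.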
HT1080 IDH1KD tx: kills HT-1080 cells with IDH1 knockdown. HT-1080 IDH1 knockdown viability, ATP luminescence, 48 h. Potency, µM (highest dose often 46.1 µM), for the others: at the highest dose activity, negative = toxicity, usual class: cytotoxic. hit rate 2% among 360,000. AID 686971;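 also: potency is read from the fitted curve at half-maximal effect; 0% = DMSO wells and -100% = cell-free medium wells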
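After a 2 h attachment period, IDH1KD HT-1080 cells took pin-transferred compound for 48 h at 37 °C; ATP-based luminescence after 10 min room-temperature reagent incubation reported viability.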
* marks the source's active call; other numbers are inactive results; ? = inconclusive; . = no result given; [ ] = another dose, or the depositor's remark. Unless noted, calls follow the shape of the dose curve; as a rule, active = well fitted curve in the direction sought with a large enough effect; inconclusive = small, poorly fitted or top-dose-only effect, or another doubt; inactive = no such curve, though single readings can be large; an effect the other way counts as inactive or inconclusive.

The line under a structure holds: HT1080 IDH1KD tx	SW480 rereplic	MCF10A rerep	HT1080-NT tox	KB-3-1 tox	WRN helicase inh	IL-1B inflam inh	KB-V1 MDR tox	ATXN2 expr inh
- CCN(CC)CCN1C(=O)C(O)=C(C(=O)c2cccs2)C1c1ccc(C)o1 (stereo not drawn)
→ 1%	-4%	7%	13%	-1%	-6%	-15	10%	16%
- O=C(Cc1ccc(S(=O)(=O)N2CCOCC2)s1)Nc1cc(Cl)ccc1Cl
→ -13%	-9%	-1%	-7%	4%	5%	-57*	-4%	3%
- CCOC(=O)Cc1csc(NS(=O)(=O)c2ccc(Br)cc2)n1
→ 0%	?	-14%	3%	10%	14%	-11	28%	-9%
- COc1cccc(N(C(=O)CNC(=O)c2ccco2)C(C(=O)NC2CCCCC2)c2cccnc2)c1 (stereo not drawn)
→ 15%	2%	-5%	2%	-5%	4%	3	?	10%
- CC(=O)Nc1cccc(/C(C)=N/NC(=O)c2c(-c3ccccc3Cl)noc2C)c1
→ -19%	-6%	12%	-19%	?	-2%	10	0%	-26%
- Cc1cccc(NC(=O)CSCC(=O)Nc2ccccc2C(=O)NC2CC2)c1
→ 0%	-312%[inhibitor]	?	0%	20%	-1%	-2	-3%	13%
- CCOC(=O)CCCCCN1C(=O)c2cccc3cccc(c23)C1=O
→ 1%	3%	-1%	5%	2%	-6%	-4	-12%	.
- O=C1NC(=O)C2(CCc3ccccc32)N1 (stereo not drawn)
→ 6%	4%	-3%	8%	0%	0%	26	1%	-2%
- CN(C)c1ncc(S(=O)(=O)c2ccccc2)c(N)n1
→ -4%	1%	1%	-7%	-5%	-3%	0	19%	6%
- CCOC(=O)c1ccc(NC(=O)C(=O)NCC2(c3ccc(OC)cc3)CCOCC2)cc1
→ 0%	16%	12%	-1%	-3%	-1%	-24	-20%	-24%
- N[C@@H](Cc1ccc(O)cc1)C(=O)Nc1ccc2ccccc2c1
→ 0%	-3%	-1%	-5%	12%	-14%	-7	23%	13%
- O=c1[nH]cnc2sc3c(c12)CCCC3
→ 6%	-12%	21%	-1%	-14%	0%	26	?	2%
- O=C(O)c1cc(Cl)c(Cl)cc1C(=O)N1CCOCC1
→ 8%	-6%	-1%	3%	9%	-2%	8	6%	-1%
- Cn1nccc1C(=O)NC1CC(C)(C)Cc2c1cnn2-c1ccc(F)cc1 (stereo not drawn)
→ -2%	4%	-3%	0%	-4%	-4%	21	-2%	16%
- O=C(Nc1ccc(NC(=O)c2ccco2)cc1)c1ccc2c(c1)OCCO2
→ -10%	-1%	0%	-14%	-4%	8%	-16	-14%	16µM*
- Cc1ccc(Cl)cc1NC(C#N)c1ccccc1 (stereo not drawn)
→ -11%	17%	0%	-8%	1%	-1%	-3	13%	-20%
- CC(=O)c1cccc(NC(=O)COc2nsnc2N2CCOCC2)c1
→ -1%	-2%	10%	-2%	-4%	-10%	12	0%	0%
- COC(=O)c1cc(NC2c3ccccc3C(=O)N2c2ccc(Cl)cn2)cc(C(=O)OC)c1 (stereo not drawn)
→ 6%	-5%	17%	8%	-5%	-7%	-10	?	42%[activator]
- CN1CCN(c2nc(-c3ccco3)cc(C(F)(F)F)n2)CC1
→ -7%	-1%	-13%	-8%	20%	-3%	0	-23%	-12%
- CN(C(=O)c1ccc2c(=O)n3c(nc2c1)CCCCC3)c1ccccc1
→ 0%	-13%	-2%	4%	-3%	-7%	19	-1%	-16%

Full records, looked up by structure. Screens in order: HT1080 IDH1KD tx | SW480 rereplic | MCF10A rerep | HT1080-NT tox | KB-3-1 tox | WRN helicase inh | IL-1B inflam inh | KB-V1 MDR tox | ATXN2 expr inh
N[C@@H](Cc1ccc(O)cc1)C(=O)Nc1ccc2ccccc2c1 in the list: 0% | -3% | -1% | -5% | 12% | -14% | -7 | 23% | 13%
Cc1cccc(NC(=O)CSCC(=O)Nc2ccccc2C(=O)NC2CC2)c1 in the list: 0% | -312%[inhibitor] | ? | 0% | 20% | -1% | -2 | -3% | 13%
O=C1NC(=O)C2(CCc3ccccc32)N1 (stereo not drawn) in the list: 6% | 4% | -3% | 8% | 0% | 0% | 26 | 1% | -2%

Three of the compounds above, with each value named.
Cc1ccc(Cl)cc1NC(C#N)c1ccccc1 (stereo not drawn)
- HT1080 IDH1KD tx = -11%
- SW480 rereplic = 17%
- MCF10A rerep = 0%
- HT1080-NT tox = -8%
- KB-3-1 tox = 1%
- WRN helicase inh = -1%
- IL-1B inflam inh = -3
- KB-V1 MDR tox = 13%
- ATXN2 expr inh = -20%

CC(=O)c1cccc(NC(=O)COc2nsnc2N2CCOCC2)c1
- HT1080 IDH1KD tx = -1%
- SW480 rereplic = -2%
- MCF10A rerep = 10%
- HT1080-NT tox = -2%
- KB-3-1 tox = -4%
- WRN helicase inh = -10%
- IL-1B inflam inh = 12
- KB-V1 MDR tox = 0%
- ATXN2 expr inh = 0%

COC(=O)c1cc(NC2c3ccccc3C(=O)N2c2ccc(Cl)cn2)cc(C(=O)OC)c1 (stereo not drawn)
- HT1080 IDH1KD tx = 6%
- SW480 rereplic = -5%
- MCF10A rerep = 17%
- HT1080-NT tox = 8%
- KB-3-1 tox = -5%
- WRN helicase inh = -7%
- IL-1B inflam inh = -10
- KB-V1 MDR tox = ?
- ATXN2 expr inh = 42%[activator]

The listing continues:
The line under a structure holds: HT1080 IDH1KD tx	SW480 rereplic	MCF10A rerep	HT1080-NT tox	KB-3-1 tox	WRN helicase inh	IL-1B inflam inh	KB-V1 MDR tox	ATXN2 expr inh
- Nc1nc(SCC(=O)c2ccc(Br)s2)n[nH]1
→ 1%	-8%	-1%	-7%	6%	-1%	14	-5%	26%
- COc1ccccc1NC(=O)CSc1nncn1N
→ -10%	-3%	?	-15%	?	-8%	-7	-3%	1%
- Cc1noc(C)c1C(=O)Nc1nc2ccc(Cl)cc2s1
→ -2%	0%	-7%	-2%	-12%	3%	18	-1%	2%
- O=C(NNc1cccc(Cl)n1)C(F)(F)F
→ -1%	-13%	4%	-19%	4%	-6%	5	10%	13%
- O=c1c2c([nH]n1-c1ccccc1)CCCC2
→ -2%	9%	-23%	-3%	7%	2%	21	1%	1%
- Cc1cccc(NC(=S)NCc2cccn2C)c1
→ ?	1%	0%	?	21µM*	-1%	-17	-2%	4%
- Cc1ccc(Sc2ccc(S(=O)(=O)Nc3ccc(C(=O)O)cc3)cc2)cc1C
→ 0%	-5%	0%	-12%	-5%	-16%	-19	-21%	.
- CCOC(=O)c1sc(NS(=O)(=O)c2ccccc2Cl)nc1C
→ -9%	-9%	-2%	-13%	3%	-10%	-7	-19%	4%
- C=CCOc1ccc(Br)cc1CNC(C)(C)CO
→ 11%	-1%	2%	-7%	1%	12%	-7	16%	.
- COc1cc(/C=C2/CC(C)OC2=O)c([N+](=O)[O-])cc1OC (stereo not drawn)
→ 6%	-14%	-1%	9%	-4%	8%	8	0%	11%
- COC(=O)c1ccc(NC(=O)C(=O)N2CCN(C(=S)Nc3ccc(C)cc3)CC2)cc1
→ -11%	0%	26%	6%	6%	-7%	-21	-4%	-6%
- COCCNCC(=O)Nc1ccc(OC(F)(F)F)cc1
→ 6%	4%	1%	-1%	0%	-19%	-3	14%	3%
- COc1ccc(CNC(=O)CCc2nnc3ccc(NCCCN4CCCC4=O)nn23)cc1
→ 25%	-5%	-2%	4%	1%	-5%	4	0%	8%
- CCc1c(C)nc(SCC(=O)Nc2cccc(Br)c2)[nH]c1=O
→ -2%	-10%	1%	3%	-12%	2%	53	?	2%
- COc1ccc(-c2nc(CCNC(=O)c3cccs3)cs2)cc1
→ 1%	2%	1%	7%	4%	3%	0	5%	-10%
- CN1CCN(S(=O)(=O)c2ccc(Sc3nnnn3-c3ccccc3)c([N+](=O)[O-])c2)CC1
→ -8%	16µM*	6.5µM*	-6%	?	-21%[57.1 µM]	-74*	?	?
- CCCc1cc(=O)oc2cc(OCC(=O)NCC3CCC(C(=O)O)CC3)ccc12 (stereo not drawn)
→ -1%	-3%	-7%	18%	2%	4%	13	?	1%
- COc1ccc(NS(=O)(=O)c2cccc(C(=O)N3CCCCCCC3)c2)cc1
→ -2%	-17%	25%	0%	-12%	2%	0	?	-5%
- CN1CCC(N(C)C(=O)c2cc(=O)c3ccccc3o2)CC1
→ 11%	0%	7%	6%	-4%	-9%	-2	2%	.
- COc1ccc(C2(c3ccc(OC)cc3)NC(=O)N(CC(=O)N(C)c3ccccc3)C2=O)cc1
→ -25%	8%	0%	-4%	8%	-6%	?	23%	-7%
- COc1ccc(NC(=O)C2CCCN(S(=O)(=O)c3cccnc3)C2)cc1OC (stereo not drawn)
→ 8%	1%	4%	3%	0%	0%	6	-3%	5%
- CCOC(=O)Cn1c(=O)oc2cc(S(=O)(=O)NC3CCCCC3)ccc21
→ 2%	0%	8%	3%	28%	-2%	8	-2%	1%
- CC(=O)c1cnc2cc(-c3ccc(Cl)cc3)nn2c1C
→ -8%	-2%	15%	2%	?	-2%	17	-16%	63%[activator]
